# Pol eta inh – blocks human DNA polymerase eta activity; AID 588591; Potency, µM (series often up to 114 µM), inactives show at the highest dose activity change, negative = inhibition, actives largely listed as inhibitors; recombinant Pol eta, fluorescent DNA replication assay; 390,000 compounds, 1.2% hits; note: potency is the fitted concentration of half-maximal effect; % is set by controls: 0 for no effect and ±100 for the full control effect
#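 Pol eta (10 nM) was preincubated with compounds for 15 min at room temperature, after which fluorescent replication substrate (50 nM final) was added to start the reaction. Fluorescence was read kinetically at 0 and 10 min.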
# Anesthetic bind – candidate novel general anesthetic via apoferritin binding. P02791. apoferritin/1-aminoanthracene competitive binding, fluorescence. Potency, µM (doses to about 77.5 µM), for inactives: top-dose activity change, negative = displacement, actives largely listed as inhibitors. 350,000 compounds, 0.074% hits. AID 485281; note: potency is the fitted concentration of half-maximal effect; % is set by controls: 0 for no effect and ±100 for the full control effect; nearly all actives have a fitted effect of over 20% in size
#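 Read-out: endpoint 1-AMA fluorescence, excitation 380 nm and emission 535 nm, after compounds sit 10 min at room temperature with 10 uM horse-spleen apoferritin in 50% saturated 1-AMA/PBS. Values come from four-parameter Hill fits.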
# Pol kappa inh – DNA polymerase kappa (human) inhibition | purified Pol kappa, fluorescent DNA synthesis assay, 10 min | Q9UBT6 | AID 588579 | 400,000 compounds, 0.53% hits | Potency, µM (highest dose often 107 µM), for inactives: at the highest dose activity, negative = inhibition, usual class: inhibitors; note: potency is the fitted concentration of half-maximal effect; % is set by controls: 0 for no effect and ±100 for the full control effect
#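 Activity was followed as the change in fluorescence between reads at 0 and 10 min after starting the reaction with 50 nM substrate. Beforehand, 10 nM polymerase had been preincubated with compound for 15 min at room temperature.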
# LDHA block – blocks human lactate dehydrogenase A. P00338. purified LDHA, NADH/diaphorase-resazurin fluorescence; stronger effect = lower value. activity change, % (values are at about 110 or 230 µM). 480,000 compounds, 0.15% hits. AID 1347041; in the data active = activity change below about -30%; inconclusive = mostly about -25% to -30%;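 note: plate controls were DMSO wells for no effect and wells without enzyme for full effect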
#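 Human LDH5 (2 nM) was incubated with 0.06 mM NADH and 0.2 mM pyruvate for 5 min at room temperature in Tris pH 7.4. Remaining NADH was coupled through diaphorase/resazurin, and resorufin fluorescence was read at 0 and 20 min.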
# Pol beta inh – inhibitors of human DNA polymerase beta; P06746; Pol beta primer extension/strand displacement, fluorescence kinetic; Potency, µM (doses to about 114 µM), for the others: at the top dose activity change, negative = inhibition, actives largely listed as inhibitors; 340,000 compounds, 1.3% hits; AID 485314; note: potency is the fitted concentration of half-maximal effect; % is set by controls: 0 for no effect and ±100 for the full control effect
#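 Enzyme-only controls used 10 nM Pol beta; buffer lacking enzyme served as negative control. Compound preincubated 15 min, then 50 nM substrate added; 0 and 10 min reads at room temperature.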
# BLM helicase inh – Bloom syndrome helicase (human) inhibition; P54132; recombinant BLM DNA unwinding, fluorescence dequenching; Potency, µM (highest dose often 56.1 µM), inactives show at the highest dose activity change, negative = inhibition, hits mostly inhibitors; 350,000 compounds, 0.2% hits;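 note: potency is the fitted concentration of half-maximal effect; plate controls were vehicle for no effect and no enzyme for full effect; nearly all actives have a fitted effect of over 35% in size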
# Target sequence (P54132 whole entry, looked up): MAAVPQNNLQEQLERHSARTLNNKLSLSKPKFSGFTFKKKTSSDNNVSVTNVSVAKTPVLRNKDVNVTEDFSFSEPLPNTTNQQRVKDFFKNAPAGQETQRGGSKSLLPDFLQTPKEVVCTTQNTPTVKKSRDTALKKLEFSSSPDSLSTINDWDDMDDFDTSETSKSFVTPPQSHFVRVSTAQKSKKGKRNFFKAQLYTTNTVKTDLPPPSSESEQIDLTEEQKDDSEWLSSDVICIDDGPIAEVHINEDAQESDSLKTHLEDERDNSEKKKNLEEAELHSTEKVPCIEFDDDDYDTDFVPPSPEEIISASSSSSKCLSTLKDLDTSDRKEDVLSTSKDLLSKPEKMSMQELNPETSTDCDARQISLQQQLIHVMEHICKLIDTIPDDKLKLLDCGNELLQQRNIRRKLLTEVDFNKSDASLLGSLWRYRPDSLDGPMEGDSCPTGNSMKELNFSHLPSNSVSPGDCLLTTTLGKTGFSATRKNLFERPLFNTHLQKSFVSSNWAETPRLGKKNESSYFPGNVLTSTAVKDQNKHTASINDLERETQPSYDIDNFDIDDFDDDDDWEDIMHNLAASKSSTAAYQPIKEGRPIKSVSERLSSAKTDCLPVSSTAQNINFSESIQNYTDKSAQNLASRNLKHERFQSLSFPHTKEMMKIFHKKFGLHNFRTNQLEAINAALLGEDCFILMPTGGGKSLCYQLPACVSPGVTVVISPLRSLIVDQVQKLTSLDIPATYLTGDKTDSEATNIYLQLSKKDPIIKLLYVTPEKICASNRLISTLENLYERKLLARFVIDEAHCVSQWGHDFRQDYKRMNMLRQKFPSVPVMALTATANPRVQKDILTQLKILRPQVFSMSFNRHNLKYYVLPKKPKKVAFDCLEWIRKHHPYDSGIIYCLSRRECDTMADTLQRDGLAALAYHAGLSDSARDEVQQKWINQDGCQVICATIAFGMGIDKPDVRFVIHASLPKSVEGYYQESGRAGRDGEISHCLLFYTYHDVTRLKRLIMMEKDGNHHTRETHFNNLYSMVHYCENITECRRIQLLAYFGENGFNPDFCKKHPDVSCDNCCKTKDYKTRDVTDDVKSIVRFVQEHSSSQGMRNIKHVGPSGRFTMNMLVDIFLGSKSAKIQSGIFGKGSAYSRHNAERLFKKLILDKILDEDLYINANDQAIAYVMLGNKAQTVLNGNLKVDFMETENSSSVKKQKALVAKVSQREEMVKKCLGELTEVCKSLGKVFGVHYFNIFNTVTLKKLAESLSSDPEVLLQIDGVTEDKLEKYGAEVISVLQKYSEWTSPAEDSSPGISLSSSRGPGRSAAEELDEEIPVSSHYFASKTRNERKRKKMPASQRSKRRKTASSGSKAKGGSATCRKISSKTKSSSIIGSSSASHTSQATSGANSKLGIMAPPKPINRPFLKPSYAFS
# APE1 inh – APE1 (human) endonuclease inhibition; P27695; recombinant APE1, TAMRA/BHQ-2 abasic DNA cleavage fluorescence; Potency, µM (doses to about 65.8 µM), for inactives: at the top dose activity change, negative = inhibition, usual class: inhibitors; 350,000 compounds, 0.35% hits; AID 2517;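 note: potency is the fitted concentration of half-maximal effect; plate controls were vehicle for no effect and reference inhibitor for full effect; nearly all actives have a fitted effect of over 55% in size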
#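 Quantitative HTS: incision of a TAMRA/BHQ-2 double-stranded substrate bearing a tetrahydrofuran abasic site by 0.75 nM APE1 raises fluorescence. Substrate 50 nM final, added after 15 min compound preincubation at room temperature; progress as third-minus-first kinetic read difference.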
# Pol iota inh – DNA polymerase iota (human) inhibition | Potency, µM (series often up to 115 µM), without a hit: top-dose activity, negative = inhibition, most hits filed as inhibitors | 390,000 compounds, 1% hits | Pol iota fluorescent replication assay, 10 min | Q9UNA4; note: potency is the fitted concentration of half-maximal effect
#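 Pol iota at 10 nM preincubated 15 min with compounds at room temperature; reaction started with fluorescent substrate, 50 nM final. Fluorescence read kinetically at 0 and 10 min; buffer-only wells as negative control.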
# GRP78 ERSR act – ER stress response induction in glioma; U87-MG GRP78 promoter luciferase reporter, 16 h; Potency, µM, without a hit: top-dose activation, actives largely listed as activators; 420,000 compounds, 0.02% hits; AID 602332; note: potency is the fitted concentration of half-maximal effect; series mostly up to about 76 µM; % of control where 0% means no effect; nearly all actives have a fitted effect of over 35% in size
#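 Stably transfected U87-MG glioma cells carrying a GRP78-based luciferase sensor; 16 h compound incubation. Luminescence end-point read 10 min after Bright-Glo addition at room temperature.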
# An asterisk follows results filed as active; u = inconclusive; x = no result given; [ ] = another dose, or the depositor's remark. Unless noted, calls come from the whole dose curve; as a rule, active = well fitted curve in the direction sought with a large enough effect; inconclusive = small, poorly fitted or top-dose-only effect, or another doubt; inactive = no such curve, though single readings can be large; an effect the other way counts as inactive or inconclusive.
SMILES,Pol eta inh,Anesthetic bind,Pol kappa inh,LDHA block,Pol beta inh,BLM helicase inh,APE1 inh,Pol iota inh,GRP78 ERSR act
C/C(Cl)=C/CSc1nn2c(=O)c3ccccc3nc2s1,2%,u,-3%,-2,6%,-3%,5%,6%,-2%
O=C(NCCO)C1CCN(C(=O)c2ccc(-c3ccccc3)cc2)CC1,4%,-3%,-5%,-7,12%,-4%,3%,99%[activator],-1%
N#Cc1c(-c2ccc(Cl)cc2)cc(-c2cccs2)nc1SCC(=O)O,-17%,1%,u,-6,u,-17%,u,18µM*,-1%
Cc1c(OCc2ccccc2)c(=O)ccn1Cc1ccc(Cl)cc1,-6%,-14%,-14%,0,1%,-10%,-1%,-5%,-7%
NC(=S)c1ccc[n+]([O-])c1,-2%,x,-10%,-4,x,x,x,u,-4%
CC(NC(=O)c1ccco1)c1nc(-c2ccc(C(C)(C)C)cc2)no1 (centres undefined),-24%,u,-3%,-1,3%,-8%,18%[12.4 µM],10%,-1%
COCCCNC(=O)CC(NS(=O)(=O)c1ccc(F)cc1)c1ccc(OC)cc1 (centres undefined),-2%,-12%,0%[60.1 µM],-5,0%,-1%,-3%,2%,-4%
C=CCN1CN(CCc2ccccc2)CNC1=S,-7%,-8%,-8%,-14,37%,0%,1%,36%[activator],0%
O=C(Nc1ccc(OC(F)(F)F)cc1)C1CCCN(S(=O)(=O)c2cnc[nH]2)C1 (centres undefined),-6%,-5%,5%,-3,16%,1%,-9%,25%,-3%
COc1cc(NC(=O)c2cc3ccc4cccnc4c3[nH]2)cc(OC)c1OC,-13%,-13%,-25%,-4,u,-10%,x,u,-1%
C[C@@H](C(=O)OCC(=O)Nc1cc(S(=O)(=O)N2CCOCC2)ccc1Cl)N1C(=O)C2CCCCC2C1=O (some centres undefined),-22%,-14%,-13%,-14,8%,-4%,-5%,19%,-6%
CCN(CC)c1nc2c(-c3cccc(Br)c3)nnn2c2ccccc12,-22%,3%,-2%,-3,-1%,-9%,x,30%[activator],3%
COc1ccccc1CNC(=O)c1ccc2c(c1)nc(C)n2-c1ccccc1OC,-13%,-4%,-5%[60.1 µM],4,4%,-3%,x,-1%,-1%
O=C(NNC(=S)NC(=O)c1sc2ccccc2c1Cl)c1ccc(Cl)cc1,-6%,-1%,-8%,-8,-2%,-5%,-4%,1%,4%
COc1ccccc1C(=O)NCCC(=O)NNC(=O)C1COc2ccccc2O1 (centres undefined),-15%,x,3%,-3,x,x,15%,30%[activator],-5%
OCc1ccc(O)c2ncccc12,-12%,-14%,2%,6,-2%,-8%,2%,u,-4%
CCN(CC)CCNC(=O)c1ccc(Sc2ccc(C)cc2)c(NC(C)=O)c1,1%,-9%,-6%,-12,0%,1%,0%,8%,-4%
Cc1ccc(S(=O)(=O)Nc2ccccc2/C=N/c2nc3ccccc3n2C(C)C)cc1,-5%,-11%,-19%,-1,40%,-4%,16%,94%[activator],-4%
O=C(NCCc1ccccc1)c1cc([N+](=O)[O-])ccc1N1CCOCC1,-1%,x,-10%,-6,x,x,-10%,-12%,3%
COC(C/C=C/[C@@H](O)COCc1ccccc1)OC,-23%,-5%,-2%,-1,3%,-1%,-5%,33%[activator],-2%
S=C1NC[C@H](Cc2ccccc2)N1CC1CCN(CCCCc2ccccc2)CC1,-19%,x,-3%,-4,x,x,x,-11%,3%
Clc1ccccc1-c1nn2c(-c3ccncc3)nnc2s1,-20%,0%,6%,2,-1%,-1%,-4%,u,-3%
Cc1ccc(Cn2c(=N)c(C(=O)NCc3ccco3)cc3c(=O)n4ccccc4nc32)cc1,8.9µM*,5%,u,1,7.9µM*,-11%,-8%,4µM*,-4%
COc1ccc(S(=O)(=O)NC(C)C(=O)NCc2cccnc2)cc1OC (centres undefined),-11%,-4%,2%,4,29%,1%,43%,28%,-4%
Cc1ccc(NC(=O)/C=C/c2ccc(S(=O)(=O)N3CCOCC3)cc2)cc1S(=O)(=O)N(C)C,-14%,x,6%,3,x,x,x,19%,-1%
Cc1csc(SC(C)c2nc3scc(-c4ccccc4)c3c(=O)[nH]2)n1 (centres undefined),-12%,6%,2%,-6,-20%,-5%,-3%,13%,-1%
COc1cccc(CC(=O)Nc2nc(-c3ccc(OC)c(OC)c3)cs2)c1,-6%,0%,-17%,-3,3%,-4%,10%,16%,-4%
Cc1csc(SCC(=O)NC(C)C2CC3CCC2C3)n1 (centres undefined),-20%,x,-1%,-2,x,x,53%[activator],32%[activator],-3%
CN(CCc1cnn(C)c1)Cc1cn(C)nc1-c1ccc2c(c1)OCCO2,-11%,-5%,-2%,-5,-18%,3%,1%,15%,-1%
CCCn1nc(C(=O)OCC(=O)c2c(N)n(C)c(=O)n(C)c2=O)c2ccccc2c1=O,-12%,-3%,1%,-1,41%,0%,u,137%[activator],-1%
COc1ccc(-c2oc3ncn4nc(-c5ccc(Cl)cc5)nc4c3c2-c2ccc(OC)cc2)cc1,4%,-11%,-3%,-1,19%,-2%,x,u,-2%
CC12CCC=CC1C(c1ccc(F)c(/C=C/c3ccccc3)c1)N(Cc1ccccc1)C2=O (centres undefined),x,52%[activator],-14%,x,x,-9%,-6%,-10%,-1%
C[C@H]1CC[C@@]2(O[C@H](CCO)C[C@@H](O)[C@@H]2O)O1,-13%,1%,-8%,-10,0%,-3%,3%,-13%,4%
CCN1CCN(C(=O)c2ccc(CN(c3ccc(C)c(C)c3)S(C)(=O)=O)cc2)CC1,-17%,-10%,2%,-2,0%,6%,-4%,46%[activator],-3%
Cc1sc2ncnc(SCC(=O)c3ccc(O)cc3O)c2c1C,-5%,0%,-6%,-1,-10%,-4%,1%,24%,-2%
O=C(NCc1cccs1)c1cc2c(s1)CS(=O)(=O)C2,-2%,-17%,-20%,-2,21%,-5%,-2%,6%,0%
CCC(=O)Nc1cccc(NC(=O)c2ccc3c(c2)OCCO3)c1,-12%,-3%,-3%,2,-1%,-5%,-4%,19%,1%
Cc1ccc(Cc2nnc(SCC(=O)Nc3ccc(C)cc3C)[nH]c2=O)cc1,-15%,x,-5%,-2,x,x,38%[activator],21%,-2%
CCCCC(=O)OCc1cc(=O)n2nc(C3CCCCC3)sc2n1,-7%,u,0%,-4,4%,-2%,x,10%,0%
O=C(Cc1cccs1)N1CCN(S(=O)(=O)c2ccc(F)c(F)c2)CC1,-3%,x,-24%,-1,x,x,7%,14%,-5%

# Some of the entries so far, with the structure last.
Pol eta inh	Anesthetic bind	Pol kappa inh	LDHA block	Pol beta inh	BLM helicase inh	APE1 inh	Pol iota inh	GRP78 ERSR act	Compound
-17%	-10%	2%	-2	0%	6%	-4%	46%[activator]	-3%	CCN1CCN(C(=O)c2ccc(CN(c3ccc(C)c(C)c3)S(C)(=O)=O)cc2)CC1
-5%	0%	-6%	-1	-10%	-4%	1%	24%	-2%	Cc1sc2ncnc(SCC(=O)c3ccc(O)cc3O)c2c1C
-2%	-17%	-20%	-2	21%	-5%	-2%	6%	0%	O=C(NCc1cccs1)c1cc2c(s1)CS(=O)(=O)C2
-12%	-3%	-3%	2	-1%	-5%	-4%	19%	1%	CCC(=O)Nc1cccc(NC(=O)c2ccc3c(c2)OCCO3)c1
-15%	x	-5%	-2	x	x	38%[activator]	21%	-2%	Cc1ccc(Cc2nnc(SCC(=O)Nc3ccc(C)cc3C)[nH]c2=O)cc1
-7%	u	0%	-4	4%	-2%	x	10%	0%	CCCCC(=O)OCc1cc(=O)n2nc(C3CCCCC3)sc2n1

# Next section
SMILES,Pol eta inh,Anesthetic bind,Pol kappa inh,LDHA block,Pol beta inh,BLM helicase inh,APE1 inh,Pol iota inh,GRP78 ERSR act
O=C(c1ccc(Cl)c(S(=O)(=O)N2CCc3ccccc3C2)c1)N1CCN(c2ccccc2)CC1,-24%,-8%,-4%,-12,-1%,-6%,1%,188%[activator],-6%
CC1(C)OC(=O)C(=NNc2ccccc2[N+](=O)[O-])C(=O)O1,-7%,7%,12%,-1,17%,4%,0%,34%[activator],-1%
CC(=O)N1CCc2cc(CNC(=O)Nc3ccccc3C(F)(F)F)ccc21,-5%,-9%,-4%[60.1 µM],-7,0%,-2%,x,-14%,-2%
CCOC(=O)Cc1csc(NS(=O)(=O)c2ccc(Br)cc2)n1,-11%,-6%,11%,0,51%,0%,10%,49%[activator],-3%
CCCOc1ccc(-c2nonc2NC(=O)c2cc(OC)c(OC)c(OC)c2)cc1OCCC,2%,-10%,10%,-2,1%,-1%,x,-16%,-5%
CCCNC(=S)Nc1ccc(Cl)cc1Cl,-20%,-10%,-2%,6,-2%,2%,-8%,22%,-3%
COc1cc(SC)ccc1C(=O)Nc1c(C)cccc1C,-20%,-8%,-2%,-4,-3%,-4%,-2%,138%[activator],3%
Cc1nn(C)cc1NC(=O)c1cc2nc(-c3ccco3)cc(C(F)(F)F)n2n1,-10%,-2%,-2%,3,11%,-5%,18%,68%[activator],4%
CCc1ccccc1N1CC23C=CC(O2)C(C(=O)OC)C3C1=O (centres undefined),-1%,-6%,7%,-2,-15%,1%,4%,2%,0%
Cc1cccc(N2CCN(S(=O)(=O)c3ccc4c(c3)NC(=O)CS4)CC2)c1C,-9%,1%,-2%,-2,0%,-9%,6%,11%,-7%
COc1ccccc1CN1CCNC(=O)C1CC(=O)NCCC1=CCCCC1 (centres undefined),-21%,-22%,-3%,-1,11%,-4%,4%,48%,-2%
COc1ccc(N2CC(NC(=O)COc3ccc(F)cc3)CC2=O)cc1OC (centres undefined),x,-6%,-9%[60.1 µM],-9,0%,3%,x,43%[activator],x
Cc1ccc(-c2cc(NC(=O)c3ccccc3)on2)cc1,13%,-4%,-2%,-11,16%,-5%,11%,-10%,-5%
Cc1cc(OCC(=O)N(Cc2ccco2)C2CCS(=O)(=O)C2)ccc1Cl (centres undefined),-13%,-7%,3%,-6,18%,-4%,3%,4%,6%
Cc1cccc2c1-c1sc(C(=O)NCCCN3CCN(c4cccc(Cl)c4)CC3)cc1CO2,-8%,212%[activator],-6%,4,47%,-5%,x,-18%,-3%

# Source: PubChem BioAssay

# Not all compounds are listed, so the mix of outcomes need not match the whole.
